ARNT TACC3 PPI: disruptors of ARNT/TACC3 protein interaction, primary screen, biochemical, AlphaScreen, single concentration; AlphaScreen His-ARNT PAS-B/GST-TACC3 binding, luminescence; TACC3 fragment carries E629A point mutation; inhibition, % at 9.99 µM; Transforming acidic coiled-coil-containing protein 3 (Homo sapiens), Q9Y6A5; 390,000 compounds, 0.66% hits; AID 623870, 2012;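 active = mean inhibition of replicates at least 50% and at least half of replicates each reaching 50%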;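 note: 0% = complete ARNT plus TACC3 wells and 100% = ARNT alone without TACC3; many hits fall short of the cut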
F508del corr: F508del CFTR correction, initial screen, CFBE line, single point. CFBE cells, YFP halide quenching; stimulated with forskolin plus potentiator P3; % fluorescence drop versus neutral controls. AID 720511, 2013. activity (quench increase), % at 7.58 µM. 350,000 compounds, 0.36% hits;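 active = mean added fluorescence quench of at least 8% versus neutral control, with both replicates also reaching 8%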;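 note: cells transiently co-express mutant CFTR-F508del with the halide-sensitive YFP; corrector assay measuring rescue of mutant channel to the surface after 24 h compound exposure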
Xi reactivation: activators of inactive X chromosome reactivation, primary screen, imaging, XiGFP fibroblasts, GFP high-content imaging, set 2. XiGFP mouse fibroblasts, % GFP-positive cells imaging, 3 d; cells co-treated with 5-aza-dC sensitizer; scaled so ellipticine positive control = 100%. activation, % at 7.58 µM. 360,000 compounds, 0.055% hits. AID 743238, 2013;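 active = mean normalized replicate activation at least 10% and every replicate at or above 10%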;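 note: 0% = median of on-plate neutral control wells and 100% = ellipticine 6 µM median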
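System: 68-5-11 XiGFP fibroblast line; Timing: 3 days compound exposure; Compound dosing: one concentration, pinned; Benchmarks: positive control ellipticine, 6 µM final; Buffer or medium: DMEM containing 5-aza-dC.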
INS-1E GSIS act: GLuc luminescence reporter in INS-1E cells, primary screen for activators of glucose-dependent secretion of insulin; 370,000 compounds, 0.61% hits; activation, % at 16.6 µM; INS-1E GLuc reporter insulin secretion, 2-3 h; AID 743287, 2014;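 active = lowest replicate activation of at least 40%, so every replicate reaches that level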;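 note: 0% = median of neutral control wells and 100% = median of IBMX positive control wells; some compounds called inactive have numbers as strong as hits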
PAX8 inh HTS: inhibitors of PAX8-driven TPO luciferase reporter, primary screen, RMG-I cells, single concentration; SteadyGlo, 24 h; inhibition, % at 12.6 µM; 360,000 compounds, 1.2% hits;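 active = mean replicate inhibition at least 60% with every replicate also reaching 60%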;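 note: luciferase light reporting Pax8 driven TPO promoter activity; plate controls were median of neutral control wells for no effect and mitoxantrone controls for full effect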
ERp5 inh: inhibitors of ERp5-driven insulin aggregation, primary screen, biochemical, turbidity, absorbance 650 nm, single point; Protein disulfide-isomerase A6 (Homo sapiens), Q15084; 90 min; inhibition, % at 9.99 µM; 350,000 compounds, 0.05% hits; AID 651711, 2012;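 active = mean replicate inhibition above about 25%, with every replicate also reaching it, limit read from the data, passing the limit was not always enough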
Target sequence (Q15084 whole entry, looked up): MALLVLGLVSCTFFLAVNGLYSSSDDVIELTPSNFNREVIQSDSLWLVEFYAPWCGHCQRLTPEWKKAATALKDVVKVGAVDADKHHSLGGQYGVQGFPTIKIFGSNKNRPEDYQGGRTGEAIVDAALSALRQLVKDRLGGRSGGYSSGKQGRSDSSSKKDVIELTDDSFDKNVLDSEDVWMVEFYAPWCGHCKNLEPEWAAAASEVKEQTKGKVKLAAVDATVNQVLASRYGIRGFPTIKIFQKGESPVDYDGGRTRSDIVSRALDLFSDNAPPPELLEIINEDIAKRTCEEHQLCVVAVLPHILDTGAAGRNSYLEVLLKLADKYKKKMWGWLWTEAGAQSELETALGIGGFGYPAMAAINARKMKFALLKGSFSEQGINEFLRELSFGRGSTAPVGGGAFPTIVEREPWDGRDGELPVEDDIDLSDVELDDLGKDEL
DENV2 CPE rescue: inhibitors of DENV2 cytopathic effect, primary screen, cell-based, plate reader, single concentration; CPE inhibition, % at 9.99 µM; AID 651640, 2012; 350,000 compounds, 1.7% hits; DENV2-infected cells, cytopathic effect rescue; in the data active = CPE inhibition above about 20%, passing the limit was not always enough; tested in BHK-21 cells;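 note: 0% = median of neutral control wells and 100% = median of positive control wells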
EWS-Fli block: EWS/Fli-driven NR0B1 reporter inhibitors, primary screen, A673 cells, NR0B1 luciferase, luminescence, MLPCN library; viability-normalised; inhibition, % at 12.6 µM; 350,000 compounds, 0.67% hits; AID 651661, 2012;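 active = mean inhibition of at least 50% after viability correction, with every replicate also passing that limit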;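 note: firefly luciferase signal divided by Alamar Blue viability fluorescence both relative to DMSO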
Numbers without * were called inactive; · = not tested or not shown; & = joins results of further samples.

nr	structure	ARNT TACC3 PPI	F508del corr	Xi reactivation	INS-1E GSIS act
1	COC(=O)[C@]12C[C@H](CC(=O)NCc3cccc4ccccc34)C(=O)N(Cc3ccc4c(c3)OCO4)C1=C[C@H](C(C)(C)C)O[C@@H]2C	·	-0.5	0.1	-9
2	CCOc1ccc(S(=O)(=O)NC(C)C(=O)NC2CCCC2)cc1 (stereo not drawn)	2	-2.8	0.2	3
3	Cc1ccc(N(C(=O)c2ccc(S(=O)(=O)N3CCCC3)cc2)C2C=CS(=O)(=O)C2)cc1 (stereo not drawn)	3	0.3	0.0	-8
4	Cc1cc(S(=O)(=O)N2CCOCC2)ccc1OCC(=O)NCCCn1ccnc1	4	0.3	-0.1	2
5	C[C@H](CO)N1C[C@H](C)[C@@H](CN(C)C(=O)Nc2ccc(C(F)(F)F)cc2)Oc2c(NS(=O)(=O)c3cn(C)cn3)cccc2C1=O	-2&5	-2.6&2.2	-0.1&0.1	-6
6	C[C@H]1CN([C@@H](C)CO)C(=O)c2cc(NS(=O)(=O)c3ccccc3)ccc2O[C@H]1CN(C)S(C)(=O)=O	1	4.6	-0.1	-3
7	COc1ccc(C(=O)N/C(=C/c2cccs2)C(=O)NC(C)(C)C)cc1OC	-3	1.7	0.0	3
8	Cc1nn(CC(=O)Nc2ccc3c(c2)OCCO3)c(C)c1[N+](=O)[O-]	4	-1.1	0.3	-1
9	Cc1ccc(NC(=O)c2ccc(NCCN)c([N+](=O)[O-])c2)cc1Cl	7	·	0.0	·
10	COc1ccccc1N1CCN(C2CCCN(C(=O)c3snnc3C)C2)CC1 (stereo not drawn)	-13	-0.4	0.0	2
11	Cc1cccc(S(=O)(=O)N2C[C@@H](O)COC[C@H]3O[C@@H](CC(=O)N4CCN(C)CC4)CC[C@@H]32)c1	-16	4.9	-0.1	8
12	Cc1ccc(S(=O)(=O)N[C@@H]2CC[C@H](CCNC(=O)C3CC3)O[C@H]2CO)cc1	-2	0.8	-0.1	15

nr	PAX8 inh HTS	ERp5 inh	DENV2 CPE rescue	EWS-Fli block
1	11	-4	-2	3
2	8	1	-3	-8
3	-1	9	-11	0
4	-22	-5	2	2
5	-30	0&-5	-3&-5	-11&-4
6	·	4	1	-9
7	-13	-2	-2	-76
8	-6	0	7	8
9	-10	-4	15	-12
10	-6	-7	-1	·
11	-28	-3	-1	6
12	·	-5	1	2

(listing goes on)
nr	structure	ARNT TACC3 PPI	F508del corr	Xi reactivation	INS-1E GSIS act
13	C[C@@H]1CN([C@@H](C)CO)C(=O)c2cc(NC(=O)Nc3ccc4c(c3)OCO4)ccc2O[C@H]1CN(C)Cc1ccc2c(c1)OCO2	8	-0.9	0.0	-4
14	COc1ccc(NC(=O)Nc2ccc3c(c2)C(=O)N([C@H](C)CO)C[C@H](C)[C@H](CN(C)C(=O)NC(C)C)OCCCC[C@@H](C)O3)cc1	-6	-1.6	0.0	16
15	CCN(CCCNC(=O)CN1C(=O)COc2ccc(S(=O)(=O)N3CCC(C)CC3)cc21)Cc1ccccc1	3	-0.9	0.0	-14
16	O=C(Nc1ccccc1Cl)c1ccc(S(=O)(=O)NCC2CCCO2)cc1 (stereo not drawn)	-1	1.7	0.0	7
17	COC(=O)c1c(NC(=O)c2cccc(N3C(=O)CCC3=O)c2)sc2c1CCN(C(C)=O)C2	-2	2.4	0.0	20
18	C[C@@H]1CN([C@H](C)CO)C(=O)c2cc(NC(=O)NC3CCCCC3)ccc2O[C@@H](C)CCCCO[C@H]1CN(C)S(=O)(=O)c1ccccc1	-1	-1.5	0.1	-44
19	C#CCNC(=O)C1=C[C@@H](c2ccc(C#C)cc2)[C@H](CCCO)[C@@H](OCC)O1	5&-1	0.2&-1.0	0.0	-2
20	COc1ccc(N(CC(=O)NCc2ccccc2OC)S(=O)(=O)c2ccc(C)cc2)cc1Cl	4	1.7	0.0	-37
21	CCC(=O)N1[C@H](CO)[C@H](c2ccc(C#CC3(O)CCCC3)cc2)[C@@H]1CNC(C)=O	·	-1.2	0.0	5
22	CC(=O)c1cccc(NC(=O)CCC(=O)c2ccc(F)cc2)c1	-4	-2.8	0.1	6
23	C[C@@H]1CN([C@H](C)CO)C(=O)c2cccc(NC(=O)NC3CCCCC3)c2O[C@@H]1CN(C)Cc1ccc2c(c1)OCO2	-8	-0.6	-0.9	-11
24	Cc1cccc(NCc2nc(-c3ccccc3)no2)c1	-8	3.3	0.2	-4

nr	PAX8 inh HTS	ERp5 inh	DENV2 CPE rescue	EWS-Fli block
13	0	-2	-9	0
14	-23	-3	-2	-8
15	-19	2	-4	·
16	-16	3	-5	8
17	7	-11	2	-2
18	-13	7	0	5
19	-6&-12	-3	0	-1&5
20	11	2	-3	·
21	·	4	5	·
22	6	8	-2	-6
23	13	-1	6	-3
24	-83	-1	-7	-26

Exported screen by screen: 11 of the compounds above
14: COc1ccc(NC(=O)Nc2ccc3c(c2)C(=O)N([C@H](C)CO)C[C@H](C)[C@H](CN(C)C(=O)NC(C)C)OCCCC[C@@H](C)O3)cc1
15: CCN(CCCNC(=O)CN1C(=O)COc2ccc(S(=O)(=O)N3CCC(C)CC3)cc21)Cc1ccccc1
16: O=C(Nc1ccccc1Cl)c1ccc(S(=O)(=O)NCC2CCCO2)cc1 (stereo not drawn)
17: COC(=O)c1c(NC(=O)c2cccc(N3C(=O)CCC3=O)c2)sc2c1CCN(C(C)=O)C2
18: C[C@@H]1CN([C@H](C)CO)C(=O)c2cc(NC(=O)NC3CCCCC3)ccc2O[C@@H](C)CCCCO[C@H]1CN(C)S(=O)(=O)c1ccccc1
19: C#CCNC(=O)C1=C[C@@H](c2ccc(C#C)cc2)[C@H](CCCO)[C@@H](OCC)O1
20: COc1ccc(N(CC(=O)NCc2ccccc2OC)S(=O)(=O)c2ccc(C)cc2)cc1Cl
21: CCC(=O)N1[C@H](CO)[C@H](c2ccc(C#CC3(O)CCCC3)cc2)[C@@H]1CNC(C)=O

assay / entry	14	15	16	17	18	19	20	21
ARNT TACC3 PPI	-6	3	-1	-2	-1	5&-1	4	·
F508del corr	-1.6	-0.9	1.7	2.4	-1.5	0.2&-1.0	1.7	-1.2
Xi reactivation	0.0	0.0	0.0	0.0	0.1	0.0	0.0	0.0
INS-1E GSIS act	16	-14	7	20	-44	-2	-37	5
PAX8 inh HTS	-23	-19	-16	7	-13	-6&-12	11	·
ERp5 inh	-3	2	3	-11	7	-3	2	4
DENV2 CPE rescue	-2	-4	-5	2	0	0	-3	5
EWS-Fli block	-8	·	8	-2	5	-1&5	·	·

22: CC(=O)c1cccc(NC(=O)CCC(=O)c2ccc(F)cc2)c1
23: C[C@@H]1CN([C@H](C)CO)C(=O)c2cccc(NC(=O)NC3CCCCC3)c2O[C@@H]1CN(C)Cc1ccc2c(c1)OCO2
24: Cc1cccc(NCc2nc(-c3ccccc3)no2)c1

assay / entry	22	23	24
ARNT TACC3 PPI	-4	-8	-8
F508del corr	-2.8	-0.6	3.3
Xi reactivation	0.1	-0.9	0.2
INS-1E GSIS act	6	-11	-4
PAX8 inh HTS	6	13	-83
ERp5 inh	8	-1	-1
DENV2 CPE rescue	-2	6	-7
EWS-Fli block	-6	-3	-26

The results go on.
nr	structure	ARNT TACC3 PPI	F508del corr	Xi reactivation	INS-1E GSIS act
25	CCOc1ccc(C(=O)Nc2cccc(C(=O)O)c2C)cc1Cl	-10	·	0.2	22
26	Cc1cc(NC(=O)Nc2cccc(C)c2C)no1	·	·	0.3	4
27	O=C(CCC(=O)n1ncc2ccccc21)NCc1ccccc1Cl	0	6.8	0.0	0
28	O=S(=O)(c1ccc(F)cc1)N1CCN(CC(O)COc2ccccc2F)CC1 (stereo not drawn)	-2	1.3	0.4	-8
29	Cc1ccccc1C(=O)NNC(=S)NC(=O)c1cccnc1	18	1.4	0.0	9
30	COc1ccc(NC(=O)N(C)C[C@H]2Oc3ccc(NC(=O)NC4CCCCC4)cc3CC(=O)N([C@H](C)CO)C[C@@H]2C)cc1	-1	1.9	-0.6	5
31	CC(C)C(=O)Nc1ccc2c(c1)C(=O)N(C)[C@@H]1CC[C@@H](CC(=O)N[C@@H](C)c3ccccc3)O[C@@H]1CO2	-11	2.3	0.0	-1
32	Cc1cccc(-c2ccc([C@@H]3[C@@H](CO)N4C(=O)CN(C(=O)NC5CCCCC5)C[C@@H]34)cc2)c1	·	2.1	0.5	-10
33	CS(=O)(=O)c1ccc(-c2sc3ccccc3c2C(=O)NCCCN2CCOCC2)cc1	35	0.7	0.5	8
34	CCn1cc(C(=O)N(C)c2cc(C)ccc2OC)c2cc(OC)c(OC)cc2c1=O	26	-2.7	0.2	-3
35	O=C(CN1C(=O)NC2(CCCCC2)C1=O)N1CCN(S(=O)(=O)c2ccccc2)CC1	·	-0.9	0.1	-4
36	COc1ccc2c3c(n(C)c2c1)[C@H](CO)N(C(=O)CC1CC1)CC31CN(C(=O)CC2CC2)C1	·	-0.5	0.2	-2

nr	PAX8 inh HTS	ERp5 inh	DENV2 CPE rescue	EWS-Fli block
25	36	-11	·	23
26	-5	2	-2	-6
27	14	-3	-6	-8
28	7	2	3	2
29	-5	3	0	12
30	-1	-1	-2	10
31	-2	·	0	-3
32	·	3	-11	4
33	-13	7	-9	-11
34	5	-1	-7	-16
35	-3	1	6	-6
36	·	6	-4	2

Remaining list, next part.
nr	structure	ARNT TACC3 PPI	F508del corr	Xi reactivation	INS-1E GSIS act
37	Cc1ccc(S(=O)(=O)Nc2ccc3c(c2)CC(=O)N([C@H](C)CO)C[C@H](C)[C@H](CN(C)S(=O)(=O)c2ccc(F)cc2)O3)cc1	7	-1.8	-1.2	-8
38	Cn1nc2c(c1C(=O)N1CCCC(C(=O)c3cc(F)ccc3F)C1)CCCC2 (stereo not drawn)	·	0.0	0.3	-1
39	Cc1cc(=O)c(C(=O)O)nn1-c1ccccc1[N+](=O)[O-]	15	-0.9	0.3	15
40	Cc1oc(-c2cccs2)nc1CS(=O)CC(=O)NCc1ccc2c(c1)OCO2 (stereo not drawn)	-9	-1.0	0.3	1
41	COc1ccc(-c2nc(CSCC(=O)N3CCN(C4CCCCC4)CC3)c(C)o2)cc1OC	-1	-3.2	0.4	16
42	CCN(CC)C(=S)Nc1ccc([N+](=O)[O-])cc1	10	·	0.4	6
43	COc1cccc(-c2cc3onc(-c4ccccc4)c3c(=O)n2C)c1	-2	0.4	0.0	-8
44	O=C(Cc1ccc([N+](=O)[O-])cc1)N1N=C2CCCCC2C1(O)C(F)(F)F (stereo not drawn)	7	0.5	-0.1	-21
45	COc1ccc(NC(=O)N(C)C[C@@H]2Oc3c(NC(=O)C4CC4)cccc3C(=O)N([C@@H](C)CO)C[C@H]2C)cc1	-6	1.5	-0.8	25
46	CC1CCCC(C)N1C(=O)CSc1nnc(-c2c[nH]c3ccccc23)o1 (stereo not drawn)	8	-0.8	·	-81

nr	PAX8 inh HTS	ERp5 inh	DENV2 CPE rescue	EWS-Fli block
37	79*	·	-12	6
38	-23	2	-7	-8
39	7	2	-3	·
40	24	-1	9	6
41	0	18	7	-3
42	-2	·	·	·
43	-195	3	-14	17
44	6	6	-7	6
45	·	4	-2	0
46	·	-1	-2	-68

Source: PubChem BioAssay (Broad Institute)
